Source: PubChem BioAssay
Peg3 promoter – inhibitors of Peg3 promoter; HeLa PEG-Prom luciferase reporter, luminescence, overnight; inhibition, % at 20 µM; 360,000 tested, 1.7% active; AID 588405;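 active = inhibition of at least 50% at 20 µM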
hiPSC survival – increases survival of single human iPS cells; hiPSC single-cell survival, ATPlite luminescence; 100% = ROCK inhibitor wells, 0% = DMSO; survival enhancement, % at 20 µM; 360,000 tested, 0.044% active; AID 602274; in the data active = survival enhancement above about 18%;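 note: cells exposed to compounds for 16 hours before the ATP read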
m5-HT2A agonist – agonists of mouse serotonin 5-HT2A receptor (HTR2A). CHO-K1 mHTR2A beta-arrestin complementation, luminescence; percent of 30 µM serotonin response. activation, % at 7.6 µM. 360,000 tested, 0.66% active. AID 624169;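 active = activation above a run cutoff, the mean activation of all tested compounds plus 3 SD, cut at about 14% in these data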;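 note: 0% = plate median of compound wells and 100% = 30 µM serotonin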
Target sequence (P35363 whole entry, looked up): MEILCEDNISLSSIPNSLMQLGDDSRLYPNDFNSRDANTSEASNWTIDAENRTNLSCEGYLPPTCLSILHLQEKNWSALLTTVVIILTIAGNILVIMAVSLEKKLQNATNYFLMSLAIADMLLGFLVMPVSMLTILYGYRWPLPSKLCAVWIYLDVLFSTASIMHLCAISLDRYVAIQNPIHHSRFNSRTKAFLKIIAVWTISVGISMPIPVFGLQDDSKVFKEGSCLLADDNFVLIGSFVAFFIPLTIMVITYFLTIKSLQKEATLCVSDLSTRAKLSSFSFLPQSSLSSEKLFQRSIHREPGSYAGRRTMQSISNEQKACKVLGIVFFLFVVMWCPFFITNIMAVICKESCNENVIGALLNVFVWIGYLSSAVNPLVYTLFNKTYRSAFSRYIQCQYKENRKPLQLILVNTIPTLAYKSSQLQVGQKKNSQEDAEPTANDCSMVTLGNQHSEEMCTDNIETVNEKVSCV
H9c2 protect – protects H9c2 cardiomyocytes from peroxide injury | 360,000 tested, 0.63% active | H2O2 injury protection, ATPLite, 2 h | AID 588492 | protection from H2O2 cell death, % at 20 µM;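 active = compounds giving at least 50% protection of heart cells from peroxide-induced death in the single-dose screen, raw or plate-pattern-corrected value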;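 note: 0% = DMSO wells with peroxide and 100% = DMSO wells without peroxide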
HIF-2a block – HIF-2a inhibition; 786-0 RCC cells HIF-2a reporter, luciferase luminescence, overnight; inhibition, % at 18.8 µM; 360,000 tested, 0.72% active;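 active = inhibition of the luminescence signal of 40% or more relative to plate controls, in a single-dose primary screen at 18.75 µM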
Shn3 inh set2 – Schnurri-3 reporter inhibition in Clone20 osteoblasts; 360,000 tested, 0.52% active; Clone20 osteoblast Shn3 3'UTR firefly luciferase, 24 h; AID 588674; inhibition, % at 12.5 µM;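 active = mean inhibition of at least 75% with every replicate also reaching 75%; inconclusive = mean inhibition at least 75% but some replicate below; inactive = mean inhibition below 75%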;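 note: 0% = median of neutral control wells and 100% = pilot-screen positive control compound; some compounds past the cut are filed as inactive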
NR2E3 ag-1 – human photoreceptor-specific nuclear receptor agonism. Q9Y5X4. CHO-S Gal4-NCOR/VP16-NR2E3 two-hybrid, luciferase. inhibition of corepressor binding, % at 3.98 µM. 360,000 tested, 0.35% active. AID 602229;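 active = inhibition above the mean of all tested compounds plus 3 SD, cut at about 70% in these data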;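 note: 0% = DMSO with NR2E3 transfected cells and 100% = cells lacking NR2E3 construct; higher means lower luciferase signal from less NR2E3 corepressor binding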
Target sequence (Q9Y5X4 whole entry, looked up, the tested form may be a part): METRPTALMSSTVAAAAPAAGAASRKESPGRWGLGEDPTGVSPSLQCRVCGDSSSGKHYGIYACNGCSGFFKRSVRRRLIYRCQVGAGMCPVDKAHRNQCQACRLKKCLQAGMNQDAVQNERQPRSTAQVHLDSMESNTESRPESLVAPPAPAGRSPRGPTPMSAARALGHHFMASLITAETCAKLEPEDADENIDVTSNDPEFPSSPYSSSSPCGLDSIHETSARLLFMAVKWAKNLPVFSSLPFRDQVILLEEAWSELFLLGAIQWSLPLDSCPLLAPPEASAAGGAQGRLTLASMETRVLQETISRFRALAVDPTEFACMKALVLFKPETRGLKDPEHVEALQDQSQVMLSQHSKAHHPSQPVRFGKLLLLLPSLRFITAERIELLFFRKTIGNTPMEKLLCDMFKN
CaV13 FRET inh – Disruptors of the CACNA1D IQ motif to Ca2+-dependent inactivation inhibitor domain association, primary screening, Förster resonance energy transfer in intact living … | HEK cells, CFP/YFP FRET ICDI-IQ, plate reader, 10 min; percent FRET-ratio fall versus neutral wells | inhibition, % at 12.3 µM | 340,000 tested, 0.098% active | AID 743397;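 active = mean replicate inhibition of at least 30% and at least 1% of replicates passing that level; inconclusive = only one of the two criteria is met; inactive = neither criterion is met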;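 note: 0% = median of the neutral control wells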
TRPM1 prom inh – MITF TRPM1 promoter inhibition in SK-MEL-5 cells; 330,000 tested, 0.83% active; SK-MEL-5 TRPM1 promoter luciferase, 24 h; inhibition, % at 12.5 µM;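 active = mean inhibition across replicates of 60% or more, whatever share of single replicates reaches that level; inconclusive = some that reach 60%, reason not given; inactive = mean inhibition across replicates below 60%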; note: values of inactives mirror those of a sister screen read the other way
NR2E3 ag-2 – NR2E3 (human) agonism | 320,000 tested, 0.12% active | Q9Y5X4 | AID 2300 | GST-NR2E3/biotin-RetCOR TR-FRET, 1536-well | inhibition of corepressor binding, % at 4.78 µM;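 active = percent inhibition above the cutoff of mean plus 3 SD of all tested compounds, set per screening campaign, cut at about 20% in these data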;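 note: 0% = DMSO wells and 100% = biotin wells as full block of FRET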
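Material: NR2E3–RetCOR corepressor complex / Incubation: Compound–protein incubation for 5 h at 4 °C / Dosing: compound at 4.8 µM, single dose / Detection: time-resolved FRET / Benchmarks: high control biotin, low control 0.6% DMSO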
PDI turbidity – blocks human protein disulfide isomerase activity. P07237. PDI insulin aggregation turbidity, A650, 90 min. inhibition, % at 10 µM. 350,000 tested, 0.052% active;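 active = mean inhibition across replicates of 30% or more, whatever share of single replicates reach that level; inconclusive = mean inhibition below 30% while every single replicate reaches 30%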;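 note: absorbance from insulin aggregation driven by PDI reduction with DTT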
Active calls of the source: *; ? = inconclusive; / = not tested or not shown.

Each structure is followed by: Peg3 promoter | hiPSC survival | m5-HT2A agonist | H9c2 protect | HIF-2a block | Shn3 inh set2 | NR2E3 ag-1 | CaV13 FRET inh | TRPM1 prom inh | NR2E3 ag-2 | PDI turbidity
[1] CC1=C([N+](=O)[O-])C(c2ccc(O)c(O)c2)NC(=O)N1 (configuration not stated)
  -5 | -0.3 | 1 | 3 | 11 | 10 | -7 | -15 | -5 | -1 | 3
[2] CCOC(=O)CC(=O)CSc1n[nH]c(=O)[nH]c1=O
  6 | -0.4 | 3 | 0 | 0 | -3 | -3 | -13 | 5 | 2 | 6
[3] Cc1nc(OCc2c(C)noc2C)c2ccccc2n1
  11 | 2.6 | 1 | -5 | 6 | -21 | -12 | -2 | 3 | 1 | -6
[4] CC(=O)c1cccc(NC(=O)Nc2ccccc2)c1
  -112 | -0.6 | 0 | 0 | -163 | -13 | -33 | -5 | -25 | -1 | -3
[5] CCCC(=O)Nc1c(C)nn(C(=O)CCC)c1C
  10 | -1.5 | -1 | 5 | 13 | 10 | -9 | -1 | 5 | -3 | 12
[6] CN(C)CCNC(=S)NC1CCCCC1
  6 | 2.2 | 1 | 5 | 14 | 9 | 11 | 0 | -4 | 1 | -4
[7] CCN(CC)S(=O)(=O)c1cc(C(=O)OCC(=O)c2ccc3c(c2)NC(=O)CO3)ccc1Cl
  10 | 1.2 | -3 | -8 | 27 | 19 | -5 | -3 | 4 | 0 | 6
[8] Cc1ccc2c(C)c(C(=O)Nc3ccc(S(=O)(=O)Nc4onc(C)c4C)cc3)oc2c1
  2 | -0.3 | 7 | -1 | 9 | 6 | 3 | / | 14 | -1 | 4
[9] Cc1noc(C)c1CSCC(=O)Nc1ccccc1N1CCCCC1
  12 | -0.3 | 2 | -6 | -13 | 17 | -2 | / | -8 | 5 | -6
[10] Cn1c(=O)n(CCCOc2ccc(Br)cc2)c2ccccc21
  -61 | 4.5 | -3 | -7 | -68 | -3 | -19 | / | 7 | 4 | ?
[11] CCc1ccc(C(=O)CN2C(=O)NC3(CCOc4ccccc43)C2=O)s1 (configuration not stated)
  -24 | 1.1 | -7 | 1 | -15 | -3 | 13 | -18 | -6 | -1 | -1
[12] CCOC(=O)CSc1cc(C)nc(NC(C)=O)n1
  3 | -0.9 | 0 | 4 | 3 | -13 | -32 | -6 | 2 | 0 | 2
[13] COC(=O)C1C(=O)C2=C(CC1C)NC(=O)CC2c1ccc(O)c(OC)c1 (configuration not stated)
  14 | 6.6 | -2 | 0 | 17 | 13 | 8 | -2 | 13 | 1 | 1
[14] COc1cccc(CSCC(=O)NCCc2ccccc2)c1OC
  -1 | 0.3 | -1 | 1 | -3 | -4 | -11 | -20 | 1 | 1 | 4
[15] Cc1cc2nc(SCCN3CCOCC3)[nH]c2cc1C
  -226 | 3.5 | -1 | 4 | -197 | -56 | -47 | -4 | -46 | 4 | 3
[16] CN1CCCC(OC(=O)COc2ccccc2)C1 (configuration not stated)
  10 | 1.5 | 0 | 2 | 15 | -7 | 5 | 1 | 2 | -2 | -5
[17] CN(C)S(=O)(=O)Oc1ccccc1C(=O)Nc1ccccc1Cl
  0 | -0.6 | -2 | 5 | 9 | 8 | 24 | 2 | -7 | 0 | 4
[18] C=CCSc1nnc(NC(=O)Cn2cnc3c2c(=O)n(C)c(=O)n3C)s1
  10 | 0.6 | -2 | 2 | 6 | 11 | -8 | 2 | 5 | 1 | 1
[19] Cc1ccc(C(=O)NCCNc2nc3cc(C)c(C)cc3cc2C)cc1
  61* | -0.6 | 2 | -9 | 22 | 0 | 4 | -5 | -15 | -1 | 6
[20] CN(Cc1c(C(=O)N/N=C/c2cccc(F)c2)nnn1-c1nonc1N)C1CCCCC1
  -6 | -0.5 | 0 | -3 | 2 | -13 | 4 | -2 | 3 | 0 | -3
[21] O=C(O)c1cccc(S(=O)(=O)Nc2cccc(S(=O)(=O)Nc3ccc(Br)cc3)c2)c1
  3 | -0.3 | 10 | -3 | 3 | -14 | -11 | -2 | 5 | / | 6
[22] CCCN(CCC)Cc1c(C(=O)N/N=C/c2ccc(C)o2)nnn1-c1nonc1N
  9 | 0.9 | -1 | -2 | 7 | 9 | -14 | -3 | 0 | 2 | -3
[23] O=C(COC(=O)c1ccc([N+](=O)[O-])s1)NC(c1ccccc1)c1ccccc1
  14 | 0.4 | 6 | 17 | 14 | -8 | 23 | -3 | 13 | 4 | 3
[24] O=C(Nc1ccc(Nc2ccccc2)cc1)C1CC1
  -81 | -2.4 | -7 | -2 | -80 | -6 | -29 | -4 | 2 | -1 | 0
[25] CNC(=O)C(=O)Nc1c(O)c2ccccc2[nH]c1=O
  9 | -0.2 | 1 | 9 | 15 | 5 | -7 | -5 | 0 | 0 | 1
[26] CC1(C)CC(N2CCC(=O)NC2=S)CC(C)(C)N1
  -10 | -0.9 | 1 | -3 | 17 | -14 | 13 | -5 | 0 | -1 | 1
[27] O=C(NCC(c1cccs1)N1CCOCC1)c1cc(=O)[nH]c2ccccc12 (configuration not stated)
  -1 | -0.2 | 10 | 0 | 6 | 1 | -18 | -6 | 4 | -2 | -3
[28] Cc1ccccc1NC(=O)CSCCN1C(=O)c2ccccc2C1=O
  10 | 0.2 | 2 | 1 | 8 | 4 | -14 | -5 | -2 | -4 | -6
[29] O=C1C2C3C=CC(C3)C2C(=O)N1c1n[nH]c(CCc2ccccc2)n1 (configuration not stated)
  7 | 2.3 | 6 | 9 | 6 | -1 | -27 | -8 | 6 | 2 | -1
[30] CCOC(=O)CSc1ccc2nnc(-c3cccs3)n2n1
  -1 | 1.5 | 5 | 34 | 15 | -8 | -4 | -7 | 1 | 1 | 5
[31] CC1(C)C2CC=C(/C=N/NC(=O)c3ccccc3Br)C1C2 (configuration not stated)
  11 | -1.5 | -4 | -2 | 18 | 17 | -1 | -18 | 11 | -1 | 0
[32] O=C(/C=C/c1ccc(Cl)cc1)NC(=S)Nc1ccccc1C(=O)O
  2 | 0.7 | 4 | 9 | -32 | 15 | -28 | -4 | 8 | 3 | 5
[33] CCn1ncc(Cl)c1C(=O)NC(C)c1ccccc1 (configuration not stated)
  -7 | 0.8 | 3 | 10 | -14 | 0 | -7 | -9 | -2 | 0 | 1
[34] COc1ccc(/C=N\NC(=O)COc2ccccc2)c(C(=O)O)c1OC
  9 | 1.4 | -2 | 3 | -15 | 9 | -20 | -2 | 2 | 3 | -12
[35] COc1ccc2nc(N/C(N)=N/C(=S)Nc3cccc(C)c3)nc(C)c2c1
  1 | 4.4 | 0 | 8 | -61 | 3 | -2 | / | -16 | 1 | 11
[36] Cc1ccc(C(OCC(O)CNC(C)c2ccccc2)c2ccccc2)cc1 (configuration not stated)
  35 | -0.8 | -7 | -19 | 18 | 37 | 15 | -1 | 14 | 1 | 3
[37] O=C(/C=C/c1cccc([N+](=O)[O-])c1)OCC(=O)N1CCN(C(=O)c2ccco2)CC1
  -8 | 1.5 | 7 | 2 | 8 | 0 | -32 | -2 | 0 | / | 1
[38] c1ccc2c(c1)Oc1ccccc1S2
  -1 | 0.5 | -5 | 1 | 10 | -1 | 0 | / | -9 | -3 | /
[39] Cc1ccc(C(=O)N2CCN(c3ccc(F)cc3)CC2)cc1S(=O)(=O)N1CCCCC1
  9 | -0.4 | -3 | -8 | 6 | 14 | 16 | -6 | 15 | -2 | -2
[40] CCOC(=O)c1ccc(NC(=S)NCCCn2ccnc2)cc1
  0 | -0.7 | 3 | 0 | -5 | -13 | -9 | 4 | -3 | 1 | -5
[41] CCCCN(CC)S(=O)(=O)c1ccc(C(=O)Nc2nnc(CSC)o2)cc1
  30 | -0.2 | -2 | 15 | 11 | 17 | 18 | -4 | 14 | 3 | 0
[42] CC(C)CSC1=NSC2=NC(=O)/C(=C\c3coc4ccccc4c3=O)C(=N)N12
  -61 | 3.4 | 3 | -11 | -77 | 3 | -154 | -11 | 2 | 1 | 1
[43] CC(=O)n1cc([C@H]2C=C(C(=O)O)O[C@@H](OCCCCO)C2)c2ccccc21
  4 | 16 | -1 | 8 | 2 | -27 | -19 | -10 | 13 | 1 | 2
